Source: PubChem BioAssay (Broad Institute)
NSD2 block: NSD2 (human) methyltransferase inhibition; O96028; NSD2-SET H3K36me1 DELFIA fluorescence, biochemical; inhibition, % at 12.5 µM; 44,000 compounds, 0.07% hits; AID 624260; in the data active means inhibition above about 54%, passing the limit was not always enough; inconclusive means no clear call, values can overlap the other calls;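 further: inhibitors reduce the monomethyl H3K36 fluorescence signal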
Target sequence (O96028 whole entry, looked up): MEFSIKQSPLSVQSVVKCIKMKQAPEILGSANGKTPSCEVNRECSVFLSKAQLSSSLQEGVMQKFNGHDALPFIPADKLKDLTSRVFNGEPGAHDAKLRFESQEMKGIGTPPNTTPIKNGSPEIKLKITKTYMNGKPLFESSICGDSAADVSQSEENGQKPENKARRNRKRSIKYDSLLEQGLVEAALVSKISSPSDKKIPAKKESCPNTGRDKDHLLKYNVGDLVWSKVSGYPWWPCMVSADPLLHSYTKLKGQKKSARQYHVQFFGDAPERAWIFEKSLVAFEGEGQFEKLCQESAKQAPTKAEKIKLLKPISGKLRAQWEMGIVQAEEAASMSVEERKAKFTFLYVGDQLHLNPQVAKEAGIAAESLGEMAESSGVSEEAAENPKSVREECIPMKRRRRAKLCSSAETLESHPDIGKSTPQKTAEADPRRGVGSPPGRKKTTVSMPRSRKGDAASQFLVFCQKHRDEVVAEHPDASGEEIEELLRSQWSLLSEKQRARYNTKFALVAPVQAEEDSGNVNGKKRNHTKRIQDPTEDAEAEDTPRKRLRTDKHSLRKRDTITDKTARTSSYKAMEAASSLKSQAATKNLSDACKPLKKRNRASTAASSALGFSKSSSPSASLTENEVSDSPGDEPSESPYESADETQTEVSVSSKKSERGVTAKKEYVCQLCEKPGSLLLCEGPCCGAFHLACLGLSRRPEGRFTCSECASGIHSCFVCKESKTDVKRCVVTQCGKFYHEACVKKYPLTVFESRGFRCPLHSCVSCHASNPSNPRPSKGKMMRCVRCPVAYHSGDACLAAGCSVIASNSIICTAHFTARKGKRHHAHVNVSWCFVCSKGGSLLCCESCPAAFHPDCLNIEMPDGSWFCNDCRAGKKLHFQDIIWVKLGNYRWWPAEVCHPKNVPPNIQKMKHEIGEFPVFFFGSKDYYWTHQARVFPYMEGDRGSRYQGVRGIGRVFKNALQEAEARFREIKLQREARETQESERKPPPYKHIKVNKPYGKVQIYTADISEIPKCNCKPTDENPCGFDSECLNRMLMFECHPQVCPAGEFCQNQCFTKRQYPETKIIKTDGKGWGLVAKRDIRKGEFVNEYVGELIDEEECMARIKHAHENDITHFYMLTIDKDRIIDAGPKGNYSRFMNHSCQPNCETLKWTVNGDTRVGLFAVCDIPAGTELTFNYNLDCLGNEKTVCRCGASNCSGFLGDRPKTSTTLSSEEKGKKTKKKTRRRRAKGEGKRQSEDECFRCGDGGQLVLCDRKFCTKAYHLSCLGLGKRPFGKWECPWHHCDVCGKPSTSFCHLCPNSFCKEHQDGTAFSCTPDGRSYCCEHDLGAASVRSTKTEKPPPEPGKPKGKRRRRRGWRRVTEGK
* marks the source's active call; other numbers are inactive results; ? = inconclusive.

NSD2 block	Structure
10.5	COc1ccccc1N1CCN(CCN2C(=O)c3ccccc3C(C)(C)C2=O)CC1
0.8	C[C@@H]1CCCCO[C@H](CN(C)CC2CC2)[C@H](C)CN([C@@H](C)CO)C(=O)c2cc(NC(=O)C3CCCCC3)ccc2O1
2.8	COc1ccc(CNC(=O)C[C@@H]2C[C@H]3c4cc(NS(C)(=O)=O)ccc4O[C@H]3[C@H](CO)O2)cc1
-1.3	C[C@H]1CN([C@@H](C)CO)C(=O)c2cc(NC(=O)CCCCCC(=O)Nc3ccccc3N)ccc2O[C@H]1CN(C)S(=O)(=O)c1ccccc1
?	C/C=C/c1cnc2c(c1)C(=O)N([C@@H](C)CO)C[C@H](C)[C@H](CN(C)C(=O)CN1CCOCC1)O2
-1.8	CCC(=O)N(C)C[C@@H]1Oc2ncc(-c3ccccc3F)cc2C(=O)N([C@H](C)CO)C[C@H]1C
-0.8	C[C@H]1CN([C@@H](C)CO)C(=O)c2cccc(NS(=O)(=O)c3cccs3)c2O[C@H]1CN(C)S(=O)(=O)c1ccc(Cl)cc1
-9.7	CNC[C@@H]1OCCCC[C@H](C)Oc2ccc(NC(=O)Nc3c(C)noc3C)cc2C(=O)N([C@H](C)CO)C[C@@H]1C
-7.8	C[C@H]1CN([C@@H](C)CO)C(=O)c2cc(NS(=O)(=O)c3ccc(F)cc3)ccc2O[C@@H]1CN(C)Cc1ccccc1
1.1	C[C@H]1CN([C@@H](C)CO)C(=O)Cc2cc(NC(=O)Cc3ccccc3)ccc2O[C@H]1CN(C)S(C)(=O)=O
-3.4	COc1ccc(NC(=O)Nc2ccc3c(c2)C(=O)N([C@H](C)CO)C[C@H](C)[C@H](CN(C)S(=O)(=O)c2ccc(Cl)cc2)OCCCC[C@H](C)O3)cc1
7.9	COc1ccc(S(=O)(=O)Nc2ccc3c(c2)C(=O)N([C@H](C)CO)C[C@@H](C)[C@@H](CN(C)S(=O)(=O)c2c(C)noc2C)O3)cc1
1.5	O=C(C[C@H]1CC[C@H](NC(=O)C2CCOCC2)[C@H](CO)O1)NCC1CCCCC1
-0.9	Cc1ccc(OC(=O)N(C)C[C@@H]2OCc3ccccc3-c3ccccc3C(=O)N([C@H](C)CO)C[C@@H]2C)cc1
-0.2	CCCNC(=O)N(C)C[C@@H]1Oc2ncc(-c3ccc(OC)cc3)cc2C(=O)N([C@@H](C)CO)C[C@@H]1C
?	Cc1noc(C)c1NC(=O)Nc1ccc2c(c1)C(=O)N([C@H](C)CO)C[C@H](C)[C@H](CN(C)C(=O)Nc1c(C)noc1C)OCCCC[C@@H](C)O2
-3.0	C[C@H]1CN([C@@H](C)CO)C(=O)Cc2cc(NC(=O)Nc3ccc(F)cc3)ccc2O[C@@H]1CN(C)Cc1ccccc1
-1.1	CC(C)NC(=O)N(C)C[C@H]1Oc2ncc(-c3ccc(C(=O)N(C)C)cc3)cc2C(=O)N([C@@H](C)CO)C[C@@H]1C
-4.8	CNC[C@@H]1OCCCC[C@H](C)Oc2ccc(NC(=O)CCC(F)(F)F)cc2C(=O)N([C@@H](C)CO)C[C@H]1C
-113.6	C[C@@H]1CN([C@@H](C)CO)C(=O)c2cc(C#CC(C)(C)O)cnc2O[C@H]1CN(C)C(=O)CC1CC1
-154.4	C[C@@H]1CCCCO[C@@H](CN(C)S(=O)(=O)c2ccccc2)[C@H](C)CN([C@H](C)CO)C(=O)c2cc(NS(C)(=O)=O)ccc2O1
0.7	CC(C)CC#Cc1cnc2c(c1)C(=O)N([C@@H](C)CO)C[C@@H](C)[C@H](CN(C)S(C)(=O)=O)O2
-1.5	C[C@H]1CN([C@@H](C)CO)S(=O)(=O)c2ccc(-c3cncnc3)cc2O[C@H]1CN(C)C(=O)CC1CC1
-5.9	Cc1cc(-c2noc(-c3snnc3C)n2)no1
-4.0	C[C@H]1CN([C@@H](C)CO)C(=O)c2cccc(NC(=O)C3CCCCC3)c2O[C@H]1CN(C)Cc1ccc(C(=O)O)cc1
0.9	C[C@@H]1CN([C@@H](C)CO)C(=O)c2cc(NS(=O)(=O)c3cccs3)ccc2O[C@H]1CN(C)C(=O)NC1CCCCC1
-0.3	O=C(C[C@H]1C[C@H]2c3cc(NC(=O)c4cccnc4)ccc3O[C@H]2[C@@H](CO)O1)NCc1cc(F)ccc1F
7.0	C[C@@H]1CN([C@H](C)CO)S(=O)(=O)c2ccc(C#CCN(C)C)cc2O[C@@H]1CN(C)Cc1ccccn1
-3.6	C[C@@H]1CCCCO[C@@H](CN(C)S(=O)(=O)c2ccc(F)cc2)[C@@H](C)CN([C@H](C)CO)C(=O)c2cc(NC(=O)NC3CCCCC3)ccc2O1
-3.3	O=C1O[C@H](c2ccccc2)[C@H](c2ccccc2)N2[C@H]1[C@@H](C(=O)NC[C@H](O)c1ccccc1)[C@]1(C(=O)Nc3ccccc31)[C@H]2c1ccc(O)cc1
-5.9	C[C@H](CO)N1C[C@H](C)[C@@H](CN(C)Cc2ccc(C(F)(F)F)cc2)Oc2ccc(NC(=O)CCCCCC(=O)Nc3ccccc3N)cc2C1=O
1.5	C[C@H]1CN([C@@H](C)CO)S(=O)(=O)c2ccc(-c3ccc(C(=O)N(C)C)cc3)cc2O[C@H]1CN(C)C(=O)Nc1ccccc1F
-12.4	C[C@H]1CN([C@@H](C)CO)C(=O)Cc2cc(NC(=O)Nc3ccc(C(F)(F)F)cc3)ccc2O[C@@H]1CN(C)C
-5.4	C[C@@H]1CN([C@@H](C)CO)S(=O)(=O)c2ccc(-c3ccncc3)cc2O[C@@H]1CN(C)S(C)(=O)=O
3.7	C[C@H]1CN([C@@H](C)CO)S(=O)(=O)c2ccc(Br)cc2O[C@@H]1CN(C)C(=O)c1cnccn1
0.1	Cc1noc(C)c1NC(=O)N(C)C[C@H]1OCCCC[C@H](C)Oc2ccc(NC(=O)NC(C)C)cc2C(=O)N([C@@H](C)CO)C[C@H]1C
-0.6	C[C@@H]1CN([C@@H](C)CO)C(=O)Cc2cc(NC(=O)CCC(F)(F)F)ccc2O[C@H]1CN(C)S(C)(=O)=O
3.1	C/C=C/c1ccc2c(c1)O[C@@H](CN(C)C(=O)CC1CC1)[C@H](C)CN([C@H](C)CO)S2(=O)=O
-4.2	Cc1noc(C)c1S(=O)(=O)Nc1ccc2c(c1)CC(=O)N([C@H](C)CO)C[C@H](C)[C@H](CN(C)Cc1ccc(-c3ccccc3)cc1)O2
-5.8	C[C@@H]1CN([C@H](C)CO)C(=O)c2cc(NS(=O)(=O)c3cn(C)cn3)ccc2O[C@@H](C)CCCCO[C@@H]1CN(C)Cc1ccc(C(F)(F)F)cc1
2.1	NCCNC(=O)c1ccc(Cl)cc1
-0.8	Cc1ccc(OC(=O)N(C)C[C@@H]2OCc3cn(nn3)CCCC(=O)N([C@H](C)CO)C[C@@H]2C)cc1
-10.7	CC(=O)N(C)C[C@@H]1Oc2cc(C#CCC3CCCC3)ccc2S(=O)(=O)N([C@@H](C)CO)C[C@H]1C
-0.4	CC(C)C(=O)c1c(C(C)C)nn2ccccc12
-5.3	C#CCNC(=O)C1=C[C@@H](c2ccc(Br)cc2)C[C@@H](OCc2ccc(CO)cc2)O1
6.0	C[C@@H]1CN([C@H](C)CO)C(=O)Cc2cc(NS(=O)(=O)c3ccc(Cl)cc3)ccc2O[C@@H]1CN(C)C
-6.4	COc1ccc(CN(C)C[C@H]2Oc3ccc(NS(=O)(=O)c4ccc(OC)cc4)cc3CC(=O)N([C@@H](C)CO)C[C@@H]2C)cc1
42.3	C[C@H](CO)N1C[C@H](C)[C@H](CN(C)Cc2ccccn2)Oc2ncc(C#Cc3ccccc3)cc2C1=O
-8.1	Cc1ccc(C(=O)c2ccc(CC(=O)O)n2C)cc1
1.7	CC(=O)N[C@@H](CC(C)C)C(=O)O
-8.1	COc1ccc(S(=O)(=O)N(C)C[C@@H]2Oc3ncc(/C=C/c4ccccc4)cc3C(=O)N([C@@H](C)CO)C[C@@H]2C)cc1
-3.2	C[C@@H]1CN([C@@H](C)CO)S(=O)(=O)c2ccc(-c3ccccc3)cc2O[C@H]1CN(C)C(=O)Cc1ccccc1
-0.8	COc1ccc(S(=O)(=O)Nc2ccc3c(c2)C(=O)N([C@@H](C)CO)C[C@@H](C)[C@H](CN(C)S(=O)(=O)c2ccc(F)cc2)OCCCC[C@@H](C)O3)cc1
-2.4	C[C@@H]1CN([C@H](C)CO)C(=O)c2cc(-c3cccc(F)c3)cnc2O[C@@H]1CN(C)S(=O)(=O)c1cccc(F)c1
14.9	Cc1noc(C)c1S(=O)(=O)N(C)C[C@@H]1OCCCC[C@H](C)Oc2ccc(NC(=O)CCCN(C)C)cc2C(=O)N([C@H](C)CO)C[C@H]1C
-2.9	C[C@H]1CN([C@@H](C)CO)C(=O)Cc2cc(NC(=O)Nc3cccc4ccccc34)ccc2O[C@H]1CN(C)C(=O)Nc1ccc(C(F)(F)F)cc1

Filtered by structure, the compounds so far containing two or more sulfur atoms.
NSD2 block	Structure
-0.8	C[C@H]1CN([C@@H](C)CO)C(=O)c2cccc(NS(=O)(=O)c3cccs3)c2O[C@H]1CN(C)S(=O)(=O)c1ccc(Cl)cc1
7.9	COc1ccc(S(=O)(=O)Nc2ccc3c(c2)C(=O)N([C@H](C)CO)C[C@@H](C)[C@@H](CN(C)S(=O)(=O)c2c(C)noc2C)O3)cc1
-154.4	C[C@@H]1CCCCO[C@@H](CN(C)S(=O)(=O)c2ccccc2)[C@H](C)CN([C@H](C)CO)C(=O)c2cc(NS(C)(=O)=O)ccc2O1
0.9	C[C@@H]1CN([C@@H](C)CO)C(=O)c2cc(NS(=O)(=O)c3cccs3)ccc2O[C@H]1CN(C)C(=O)NC1CCCCC1
-5.4	C[C@@H]1CN([C@@H](C)CO)S(=O)(=O)c2ccc(-c3ccncc3)cc2O[C@@H]1CN(C)S(C)(=O)=O
-0.8	COc1ccc(S(=O)(=O)Nc2ccc3c(c2)C(=O)N([C@@H](C)CO)C[C@@H](C)[C@H](CN(C)S(=O)(=O)c2ccc(F)cc2)OCCCC[C@@H](C)O3)cc1

Rewritten bar-delimited: two of the compounds above
SMILES | NSD2 block
CC(C)CC#Cc1cnc2c(c1)C(=O)N([C@@H](C)CO)C[C@@H](C)[C@H](CN(C)S(C)(=O)=O)O2 | 0.7
C[C@H]1CN([C@@H](C)CO)S(=O)(=O)c2ccc(-c3cncnc3)cc2O[C@H]1CN(C)C(=O)CC1CC1 | -1.5

Carrying on.
NSD2 block	Structure
-3.6	COCC(=O)Nc1ccc2c(c1)[C@@H]1C[C@H](CC(=O)N[C@H](C)c3ccccc3)O[C@H](CO)[C@@H]1O2
-2.1	COCC#Cc1ccc2c(c1)O[C@@H](CN(C)C(C)=O)[C@@H](C)CN([C@@H](C)CO)S2(=O)=O
2.6	Cc1ccc(-c2ccc3c(c2)O[C@H](CN(C)Cc2ccccc2)[C@H](C)CN([C@H](C)CO)S3(=O)=O)cc1
9.5	CC(C)NC(=O)N(C)C[C@H]1Oc2ncc(C#CCc3ccccc3)cc2C(=O)N([C@H](C)CO)C[C@@H]1C
5.8	CC(C)NC(=O)Nc1ccc2c(c1)CC(=O)N([C@@H](C)CO)C[C@H](C)[C@@H](CN(C)Cc1ccccc1)O2
2.2	C[C@@H]1CN([C@H](C)CO)C(=O)c2cccc(NS(=O)(=O)c3ccc(Cl)cc3)c2O[C@H]1CN(C)Cc1ccncc1
0.0	C[C@H]1CN([C@@H](C)CO)C(=O)c2cc(N(C)C)ccc2O[C@@H]1CN(C)Cc1ccccc1
2.2	C[C@@H]1CCCCO[C@H](CN(C)C(=O)Nc2ccccc2)[C@H](C)CN([C@H](C)CO)C(=O)c2cc(NC(=O)Nc3ccccc3)ccc2O1
-7.9	C[C@@H]1CN([C@H](C)CO)C(=O)c2cc(NS(=O)(=O)c3cccs3)ccc2O[C@H]1CN(C)Cc1ccc(C(F)(F)F)cc1
-2.6	O=c1[nH]c(CSc2ccccn2)nc2c1oc1ccccc12
3.4	O=C(C[C@@H]1CC[C@H](NC(=O)CCN2CCCCC2)[C@@H](CO)O1)Nc1nccs1
0.4	C[C@@H]1CCCCO[C@@H](CN(C)Cc2ccc(C(F)(F)F)cc2)[C@@H](C)CN([C@H](C)CO)C(=O)c2cc(NC(=O)CCC(F)(F)F)ccc2O1
74.8*	CC1=CC(=O)OC1(O)CCC(C)CC(=O)O (centres undefined)
-6.0	C[C@@H]1CN([C@@H](C)CO)C(=O)Cc2cc(N(C)C)ccc2O[C@H]1CN(C)S(=O)(=O)c1ccccc1
17.0	Cc1noc(C)c1S(=O)(=O)N(C)C[C@H]1Oc2ccc(NC(=O)CCC(F)(F)F)cc2CC(=O)N([C@H](C)CO)C[C@@H]1C
7.3	CNC[C@H]1OCCCC[C@@H](C)Oc2ccc(N)cc2C(=O)N([C@H](C)CO)C[C@H]1C
8.3	CC(C)CC#Cc1ccc2c(c1)O[C@H](CN(C)Cc1cccnc1)[C@@H](C)CN([C@@H](C)CO)S2(=O)=O
3.3	O=C(N/N=C/c1cc(Cl)cc(Cl)c1O)c1ccccc1O
36.6	C[C@@H]1O[C@@H](O[C@@H]2[C@@H](O)[C@H](Oc3c(-c4ccc(O)cc4)oc4cc(O)cc(O)c4c3=O)O[C@H](CO)[C@H]2O)[C@H](O)[C@H](O)[C@H]1O
-0.2	C[C@@H]1CN([C@H](C)CO)C(=O)c2cccc(NC(=O)C3CCCCC3)c2O[C@@H]1CN(C)C(=O)NC1CCCCC1
5.5	C[C@H]1CN([C@@H](C)CO)C(=O)c2cc(NC(=O)Cc3cn(C)c4ccccc34)ccc2O[C@H]1CN(C)Cc1ccc(C(=O)Nc2ccccc2N)cc1
-3.4	O=C(C[C@H]1C[C@@H]2c3cc(NC(=O)NC4CCCC4)ccc3O[C@@H]2[C@@H](CO)O1)NCC1CC1
2.5	CC(C)NC(=O)Nc1ccc2c(c1)CC(=O)N([C@@H](C)CO)C[C@H](C)[C@H](CN(C)S(=O)(=O)c1cccs1)O2
-6.6	C[C@@H]1CN([C@@H](C)CO)C(=O)Cc2cc(NC(=O)Nc3ccc(C(F)(F)F)cc3)ccc2O[C@H]1CN(C)S(=O)(=O)c1ccc(F)cc1
5.3	C[C@@H]1CN([C@H](C)CO)C(=O)Cc2cc(NC(=O)C3CCCCC3)ccc2O[C@@H]1CN(C)Cc1ccc(-c2ccccc2)cc1
0.0	C[C@@H]1CN([C@@H](C)CO)C(=O)Cc2cc(NC(=O)c3ccncc3)ccc2O[C@@H]1CN(C)C(=O)Nc1cccc2ccccc12

Only part of the results is shown. The share of hits here may be higher or lower than overall.
